Source: PubChem BioAssay
Yeast superoxide: yeast age-related superoxide inhibition as caloric restriction mimetic; AID 2690; hit rate 0.18% among 330,000; superoxide response (% of plate mean), % at 10 µM; S. cerevisiae aged cells, superoxide DHE fluorescence; active compounds read low;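 active = superoxide response under a set limit, about three screen SD below normal, cut at about 65% in these data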;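 also: yeast aged for seven days with compound at 30 °C before DHE staining; 100% = average MFI of all compound-treated wells on the plate with controls excluded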
LAP4 TOR yeast: yeast TOR pathway LAP4-GFP modulation | S. cerevisiae LAP4-GFP multiplex, flow cytometry GFP, 3 h; median GFP as percent of DMSO wells | GFP response vs DMSO, % at 10 µM | hit rate 0.34% among 320,000 | AID 2023;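 active = GFP response vs DMSO above a set limit, about the screen mean plus 3 SD, cut at about 150% in these data; inconclusive = under 70 cell events counted for the yeast strain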
MEP2 TOR yeast: alters MEP2-GFP fluorescence in TOR pathway yeast screen. S. cerevisiae MEP2-GFP strain, flow cytometry GFP, 3 h; 100% = DMSO control level. GFP response vs DMSO, % at 10 µM. hit rate 0.51% among 330,000. AID 2016;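 active = GFP response versus DMSO above a set limit, roughly screen mean plus 3 SD, cut at about 180% in these data; inconclusive = fewer than 70 cells counted for a yeast strain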;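 also: median GFP fluorescence of the barcode-gated MEP2-GFP cells per well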
GRK2 inh: blocks RNA aptamer binding to human GRK2; P25098; bead flow cytometry, FAM-aptamer displacement from GRK2; inhibition of aptamer binding, % at 10 µM; hit rate 0.59% among 330,000; AID 488847;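 active = inhibition of aptamer binding above 40%, roughly 3 SD of noise, on plates passing a quality check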;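 also: median bead fluorescence of bound FAM aptamer so fluorescent compounds give negative values; no value below 0 was filed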
Target sequence (P25098 whole entry, looked up): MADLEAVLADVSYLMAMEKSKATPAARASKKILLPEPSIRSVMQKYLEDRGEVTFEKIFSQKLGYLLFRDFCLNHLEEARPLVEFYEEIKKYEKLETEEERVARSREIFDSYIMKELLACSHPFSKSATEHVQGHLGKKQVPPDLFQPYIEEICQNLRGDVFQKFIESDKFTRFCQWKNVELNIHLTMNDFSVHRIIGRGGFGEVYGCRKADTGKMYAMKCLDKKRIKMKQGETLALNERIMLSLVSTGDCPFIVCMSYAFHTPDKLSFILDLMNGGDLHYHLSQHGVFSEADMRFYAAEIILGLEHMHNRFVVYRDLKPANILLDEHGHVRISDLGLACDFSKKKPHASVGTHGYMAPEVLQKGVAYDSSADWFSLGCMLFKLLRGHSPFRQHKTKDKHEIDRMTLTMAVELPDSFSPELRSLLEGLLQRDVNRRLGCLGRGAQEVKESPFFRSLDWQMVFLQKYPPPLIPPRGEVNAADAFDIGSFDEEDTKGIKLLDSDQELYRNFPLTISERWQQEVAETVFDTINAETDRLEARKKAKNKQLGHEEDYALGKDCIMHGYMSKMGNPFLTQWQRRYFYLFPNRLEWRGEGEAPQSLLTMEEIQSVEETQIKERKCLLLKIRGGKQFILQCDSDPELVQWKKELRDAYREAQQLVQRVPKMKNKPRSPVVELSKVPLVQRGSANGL
CIT2 TOR yeast: alters CIT2-GFP fluorescence in TOR pathway yeast screen; hit rate 0.065% among 320,000; GFP response vs DMSO, % at 10 µM; AID 2029; S. cerevisiae CIT2-GFP strain, flow cytometry, 3 h; 100 means same as DMSO wells;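 active = GFP response relative to DMSO above a set limit, near the screen mean plus 3 SD, cut at about 150% in these data; inconclusive = Fewer than 70 cells measured for a yeast strain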;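 also: ratio of well median GFP fluorescence to mean of DMSO wells on the plate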
VLA-4 inh: inhibition in a human VLA-4 binding assay; inhibition, % (about 7 µM as worked out from the volumes in the protocol); hit rate 0.2% among 330,000; VLA-4 expressing cells, ligand binding flow cytometry; P13612; AID 2557; in the data active = inhibition above about 50%
RPL19A-GFP yeast: yeast TOR pathway RPL19A-GFP modulation | S. cerevisiae RPL19A-GFP strain, flow cytometry, 3 h; active compounds read low | percent response vs DMSO, % at 10 µM | hit rate 0.3% among 330,000;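 active = percent response vs DMSO below 50%; inconclusive = fewer than 70 events counted for the yeast strain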;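 also: median channel GFP fluorescence of the barcoded RPL19A-GFP strain; ratio of sample median GFP to plate DMSO average so 100% = DMSO; lower means less RPL19A-GFP as with rapamycin TOR inhibition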
AGP1-GFP MLPCN: alters AGP1-GFP fluorescence in TOR pathway yeast screen. S. cerevisiae AGP1-GFP multiplex flow cytometry, 3 h; GFP as percent of DMSO wells. GFP response vs DMSO, % at 10 µM. hit rate 0.02% among 320,000. AID 2066;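 active = GFP response relative to DMSO above a set limit, near screen average plus 3 SD, cut at about 150% in these data; inconclusive = fewer than 70 cells counted for the yeast strain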;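 also: median GFP channel fluorescence of the gated AGP1 strain per well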
Numbers without * were called inactive; i = inactive; ? = inconclusive; nt = no result given; [ ] = another dose, or the depositor's remark.

smiles	Yeast superoxide	LAP4 TOR yeast	MEP2 TOR yeast	GRK2 inh	CIT2 TOR yeast	VLA-4 inh	RPL19A-GFP yeast	AGP1-GFP MLPCN
COc1cc(CCC(=O)OCn2nnc3ccccc3c2=O)cc(OC)c1OC	119	92	97	3	84	6	94	89
CCOCc1cnc(C)nc1NCC(=O)c1c(C)[nH]c2ccc(OC)cc12	82	98	110	0	106	14	104	110
COC(=O)C1=C(C)N(CCc2ccccc2)C(=O)/C1=C\c1ccco1	98	101	102	32	99	-9	100	103
CC(CC(=O)O)n1nnc2ccccc21 (stereo unspecified)	112	101	91	0	93	2	90	98
Cc1cc(C)n2nc(C(=O)NCc3ccco3)nc2n1	109	96	104	1	99	4	98	97
COc1ccccc1C(=O)NCC(=O)NNC(=O)c1cccs1	114	98	101	0	99	7	99	101
Cc1ccccc1NC(=O)CCNS(=O)(=O)c1ccc2c(c1)CCC(=O)N2	91	101	99	0	101	-1	98	103
Cc1cc(Cl)c(S(N)(=O)=O)cc1OCC(N)=O	110	97	102	0	100	13	98	102
Cc1ccc(NC(=S)NCCC2=CCCCC2)cc1	102	97	96	0	95	0	96	91
CCn1nnc(NC(=O)c2ccco2)n1	99	77[may fluoresce red]	86[may fluoresce red]	0	97[may fluoresce red]	-1	?	86[may fluoresce red]
Cc1sc2ncnc(OCC(=O)N3CCN(C(=O)c4ccco4)CC3)c2c1C	84	106	91	0	88	19	98	100
COc1ccc(C(=O)NCCS(=O)(=O)NCc2ccc3c(c2)OCO3)cc1	104	116	96	1	92	6	97	103
Cc1csc(C2=C(O)CN(CCc3ccccc3)C2=N)n1	99	100	104	0	105	4	102	101
O=C(C1CCN(S(=O)(=O)N2CCC3(CC2)OCCO3)CC1)N1CCOCC1	88	104	102	0	101	14	100	100
COc1ccccc1CN1CCCC(C(=O)N2CCCCC2)C1 (stereo unspecified)	105	108	102	3	87	7	94	103
COc1ccccc1N(CC(O)Cn1c2ccccc2c2ccccc21)S(=O)(=O)c1ccccc1 (stereo unspecified)	119	92	104	2	104	6	107	102
CCOC(=O)c1cc(C(=O)OCC)c(=O)[nH]c1SCc1ccccc1	106	89	100	4	98	20	103	100
COCC(C)n1c(C)cc(C(=O)CN2c3cccc4cccc(c34)S2(=O)=O)c1C (stereo unspecified)	110	97	102	3	98	12	97	108
CC(=O)Oc1c(C(=O)c2nnc(C)o2)c(=O)n(Cc2ccccc2)c2ccccc12	91	105	109	2	101	-5	107	112
Cc1ccc(NC(=S)Nc2ccc3cn[nH]c3c2)cc1	101	95	111	3	107	1	108	104
CC(=O)C1=C(C)Nc2ncnn2C1c1ccc(Br)cc1 (stereo unspecified)	104	100	101	2	94	i	98	99
COc1ccccc1N1CCN(C2CCCN(Cc3c(F)cccc3F)C2)CC1 (stereo unspecified)	96	96	94	0	97	-2	97	90
CCN(CC)C(=O)CSc1nnc(-c2ccc(S(=O)(=O)N3CCOCC3)cc2)n1C	103	94	105	1	103	6	104	103
Cc1ccc(N2C(=O)C(Cl)=C(NCCO)C2=O)c(C)c1	110	95	95	0	91	2	96	96
Cc1cnc(C(=O)OCc2ccc(C#N)cc2)cn1	98	110	95	0	101	-3	98	101
O=C(NCCCN1CCOCC1)C(C(=O)NCCCN1CCOCC1)c1ncc(C(F)(F)F)cc1Cl	126	93	97	2	78	12	100	97
O=C(NCCc1ccccc1)c1ccc(NC(=O)c2cccnc2)cc1	105	99	109	1	105	-3	102	105
O=C(NCCCN1CCCC1=O)c1nnc(Cc2c(F)cccc2Cl)o1	99	108	106	10	102	-2	109	103
CCC1(c2ccccc2)NC(=O)N(CC(=O)N(C)CC(=O)Nc2cccc(OC)c2)C1=O (stereo unspecified)	110	101	99	1	95	10	97	104
COCC(C)NC(=O)c1cc(-c2cccc(OC)c2)on1 (stereo unspecified)	103	104	104	0	93	1	100	97
Nc1ccc(N2CCCCC2)c(Cl)c1	96	101	96	0	93	12	93	100
O=C(O)c1ccccc1C(=O)NCCc1c(C(=O)O)[nH]c2ccc(F)cc12	95	102	107	8	110	6	111	113
O=C(Nc1nnc(COc2ccc(F)cc2)s1)c1cccs1	104	96	105	0	108	-1	99	96
CN(C)/C=C/C(=O)c1cccc([N+](=O)[O-])c1	97	96	98	0	98	4	91	96
Cc1ccc(OCC(=O)Nc2ccc(NC(=O)c3ccccc3)cc2)cc1C	103	87	99	2	95	8	91	89
COc1cccc(-c2cc3onc(-c4ccccc4)c3c(=O)n2C)c1	108	111	84	5	97	-7	100	83
Cc1cc(NC(=O)CCc2ccc(C)o2)no1	111	95	94	0	93	4	101	98
COc1ccc(C2(C)CC(C)(C)Nc3ccccc32)cc1 (stereo unspecified)	99	92	94	1	89	18	95	91
COc1ccc2oc(=O)c(C(=O)NCCc3ccc(OC)c(OC)c3)cc2c1	94	93	96	0	103	1	99	97
Cn1c(=O)[nH]c(=O)c2c1nc1n2CCCN1Cc1ccccc1	105	108	107	10	98	7	102	106
CN1c2ccccc2N(C)C1c1c(O)ccc2ccccc12	116	103	101	0	104	1	101	102
COc1ccc(C2CC(c3ccc(Cl)cc3)=NN2C(=O)c2cccc([N+](=O)[O-])c2)cc1 (stereo unspecified)	94	100	99	4	104	6	104	106
CC(=O)Nc1ccc(C(=O)Nc2ccc3c(c2)OCO3)cc1	111	110	108	2	109	8	109	115
Cc1ccc(CNC(=O)CCN2C(=O)[C@@H]3Cc4ccccc4CN3C2=O)cc1	94	92	102	7	98	4	99	98
N=c1n(CC(=O)c2ccc([N+](=O)[O-])cc2)c2ccccc2n1Cc1ccccc1Cl	97	96	100	0	97	0	98	103
CCOC(=O)c1oc2cc(O)ccc2c(=O)c1-c1ccccc1OC	98	104	104	4	100	6	96	99
CC(C)(C)c1ccc(OCC(=O)Nc2ccncc2)cc1	110	101	110	0	104	8	106	106
CN(CC(=O)Nc1ccc(Cl)c(C(F)(F)F)c1)C(=O)c1cc(=O)[nH]c2ccccc12	97	99	103	2	102	1	105	110
CCOC(=O)c1ccc(S(=O)(=O)Nc2nc3cc(S(=O)(=O)NC4=NCCCCC4)ccc3s2)cc1	93	111	107	0	105	3	98	104
O=C(c1ccc(CS(=O)c2ccccc2Cl)o1)N1CCOCC1 (stereo unspecified)	91	104	111	1	105	13	99	103

Continued, starting with the last 2 of the part before.
smiles	Yeast superoxide	LAP4 TOR yeast	MEP2 TOR yeast	GRK2 inh	CIT2 TOR yeast	VLA-4 inh	RPL19A-GFP yeast	AGP1-GFP MLPCN
CCOC(=O)c1ccc(S(=O)(=O)Nc2nc3cc(S(=O)(=O)NC4=NCCCCC4)ccc3s2)cc1	93	111	107	0	105	3	98	104
O=C(c1ccc(CS(=O)c2ccccc2Cl)o1)N1CCOCC1 (stereo unspecified)	91	104	111	1	105	13	99	103
COCC(=O)N1CCC(Oc2ccc(C(=O)N3CCCCC3COC)cc2)CC1 (stereo unspecified)	86	94	94	2	92	14	97	99
CCCCCN(C(=O)CCC(=O)OCC(=O)NC1CCC(C)CC1)c1c(N)n(CCCC)c(=O)[nH]c1=O (stereo unspecified)	124	107	97	0	90	7	101	103
CC(=O)c1cccc(NC(=O)c2cc(-n3cnnc3)ccc2Cl)c1	117	104	103	0	115	-8	100	106
Cc1cc(NC(=O)c2ccccc2Cl)ccc1NC(=O)c1ccccc1Cl	94	84	104	0	98	2	105	95
CCC(C)(C)n1nnnc1C(c1ccc(C)cc1)N1CCN(Cc2cccnc2)CC1 (stereo unspecified)	96	94	96	1	97	8	97	104
CCCCCCOc1ccc(OC(=O)c2cccnc2)cc1	84	94	97	2	86	-1	90	89
COc1ccc2c(CC(=O)OCC(=O)N3CCc4ccccc43)coc2c1	88	99	97	0	102	-7	102	101
COc1ccc(/C=N/NC(=O)c2ccc3nc[nH]c3c2)cc1OC	107	112	102	2	103	7	102	108
O=C(CCC1CCN(C(=O)c2ccco2)CC1)NCc1ccc(F)cc1	107	107	100	0	98	5	100	106
O=C(COc1cc2oc(=O)c3c(c2cc1Cl)CCCC3)N1C[C@H]2C[C@@H](C1)c1cccc(=O)n1C2	111	104	100	0	96	-13	97	100
Nc1ccc(Oc2ccc3nc(-c4ccccc4)c(-c4ccccc4)nc3c2)cc1	100	90	87	1	111	0	97	91
COc1cc(Cl)cc2c1Sc1ccccc1/C2=C/CCN(C)C	90	97	105	0	102	-17	101	103
CCOC(=O)C1=C(Nc2ccc(OC)cc2)OCC1=O	99	123	99	0	107	4	98	106
COc1ccc(C2NC(=O)NC(O)(C(F)(F)F)C2C(=O)c2ccc(F)cc2)cc1 (stereo unspecified)	99	111	93	6	92	-2	95	101
COc1ccc(C2CC2C(=O)c2ccccn2)cc1 (stereo unspecified)	98	105	96	0	93	-3	98	102
O=C(c1ccco1)N1CCN(C(c2cccs2)c2nnnn2C2CCCCC2)CC1 (stereo unspecified)	106	107	104	0	101	-8	105	103
Cc1ccc(S(=O)(=O)C2(S(=O)(=O)c3ccc(C)cc3)CC2)cc1	124	105	97	1	99	9	96	98
Cc1cccc(N2C(=O)c3cccc4c(N)ccc(c34)C2=O)c1	109	101	110	0	98	-9	105	96
COc1ccccc1C(=O)NCC(=O)NNc1ncnc(N)c1[N+](=O)[O-]	93	96	101	0	97	12	103	104
CCCC(=O)N1CCN(c2ccc([N+](=O)[O-])c(NC(C)c3ccccc3)c2)CC1 (stereo unspecified)	108	92	94	4	92	3	99	95
CCN1CCN(CCCNC(=O)c2csc3c2CCCCC3)CC1	89	101	94	0	90	14	94	91
COC(=O)c1c(N)sc(Cc2ccccc2)c1C	97	97	101	0	97	-2	99	93
COc1ccc(NC(=O)c2cc(NC(=O)C3CCCCC3C(=O)O)ccc2N2CCOCC2)cc1 (stereo unspecified)	114	103	98	0	105	3	105	102
COc1ccc(C(=O)ON=C2CCN(C)CC2)cc1	96	101	86	0	87	3	85	95
COc1ccc(CC(=O)NCC2(c3ccc(OC)c(OC)c3)CCOCC2)cc1	110	91	94	1	nt	3	101	102
O=C(CSc1ccc2nnc(-c3ccccn3)n2n1)N1CCN(c2ccccc2)CC1	94	102	100	0	101	-8	100	103
CCCc1cc(CNC(=O)C2CCC(=O)N(Cc3ccccc3OC)C2)on1 (stereo unspecified)	101	104	98	0	108	-6	99	108
COc1ccccc1N1CCN(CCN2C(=O)CC(=C3c4ccccc4-c4ccccc43)C2=O)CC1	143	110	106	1	104	6	104	102
NS(=O)(=O)c1ccc(NC(=S)N2CCCC2)cc1	93	88	99	0	97	25	103	100
Nc1n[nH]c(N)c1N=Nc1cccc(C(F)(F)F)c1	97	87	105	1	104	7	107	98
CCC(C(=O)NCC1CCCO1)n1nc(C)c2sc3ccccc3c2c1=O (stereo unspecified)	106	120	105	0	116	-4	109	113
CC(=O)Nc1cccc2ncccc12	112	114	116	3	115	7	107	119
Cn1cc(CC(=O)NCc2ccc(F)cc2)c2ccccc21	95	105	97	38	94	5	101	106

An unsorted share of the library; any-hit rate near 1.7%.
